PP5 inh – inhibitors of human protein phosphatase 5 (PP5) | P53041 | purified PP5c, OMFP substrate fluorescence | inhibition, % at 6.7 µM | 320,000 tested, 0.18% active;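 active means inhibition above the campaign's mean inhibition across all tested compounds plus 3 SD, cut at about 9.5% in these data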;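 further: 0% = DMSO only and 100% = 100 µM cantharidin control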
Target sequence (P53041 whole entry, looked up): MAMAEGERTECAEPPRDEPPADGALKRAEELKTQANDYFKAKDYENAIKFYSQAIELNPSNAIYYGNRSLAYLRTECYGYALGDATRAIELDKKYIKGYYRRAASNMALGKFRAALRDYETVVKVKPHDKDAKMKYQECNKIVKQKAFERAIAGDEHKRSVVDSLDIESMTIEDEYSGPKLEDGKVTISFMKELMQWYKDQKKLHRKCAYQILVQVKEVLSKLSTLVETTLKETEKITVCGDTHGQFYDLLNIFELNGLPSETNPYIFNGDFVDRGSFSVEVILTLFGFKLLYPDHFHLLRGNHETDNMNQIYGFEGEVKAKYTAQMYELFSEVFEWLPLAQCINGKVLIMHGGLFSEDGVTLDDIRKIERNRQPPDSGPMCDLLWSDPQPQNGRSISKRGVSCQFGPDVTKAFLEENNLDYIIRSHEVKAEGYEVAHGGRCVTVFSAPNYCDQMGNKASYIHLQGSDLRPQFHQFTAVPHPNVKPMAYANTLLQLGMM
proCasp3 act – activates human procaspase-3. activation, % at 8.5 µM. 330,000 tested, 0.11% active. recombinant procaspase-3 D3A, Ac-DEVD-pNA absorbance 405 nm;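 active means activation above the mean of all tested compounds plus 3 SD, cut at about 21% in these data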;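 further: 0% = DMSO alone and 100% = DMSO wells spiked with extra 5 µM PC-3 D3A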
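System: Procaspase-3 D3A mutant. Medium: Zinc-free 300 mM NaCl, 50 mM HEPES, 0.01% Triton X-100. Schedule: 1 h preincubation plus 2 h reaction at 25 °C. Measured by: 405 nm absorbance of p-nitroaniline, reads at 0 and 120 min. Read-out: percent activation relative to control range.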
proCasp7 act – activates human procaspase-7, counter-screen for procaspase-3 activators. P55210. activation, % at 8.5 µM. recombinant procaspase-7, Ac-DEVD-pNA absorbance 405 nm; D23A/D198A/D206A triple mutant, cannot self-cleave; scale: DMSO 0, 5 µM enzyme 100. AID 463210. 330,000 tested, 0.093% active;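 active means percent activation above the screen-wide mean plus 3 SD, cut at about 25% in these data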
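System: Uncleavable procaspase-7 mutant enzyme; Amount: 2 µM procaspase-7 mutant as dispensed; Schedule: 1 h compound preincubation, 2 h substrate cleavage, 25 °C; Measured by: 405 nm absorbance of p-nitroaniline; Evaluation: percent activation from buffer-corrected 0–120 min absorbance change; Control set: low DMSO alone, high DMSO plus 5 µM PC-7.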
JMJD2C inh – inhibitors of human GASC-1 (JMJD2C) demethylase | Q9H3R0 | AID 2099 | inhibition, % at 2.35 µM | 330,000 tested, 0.069% active | GST-JMJD2C(1-420) H3K9me3 demethylation, DELFIA europium;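 active means more than half of a compound's replicate wells show inhibition beyond 50%, single wells judged on their own value; inconclusive means some, but no more than half, of replicates pass 50% inhibition; inactive means no replicate passes 50% inhibition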;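 further: signal counts dimethyl H3K9 product captured on neutravidin plate; 0% = median of DMSO wells and 100% = 0.3 times that DMSO median; strong numbers were not always called active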
Target sequence (Q9H3R0 1-420 limits assumed): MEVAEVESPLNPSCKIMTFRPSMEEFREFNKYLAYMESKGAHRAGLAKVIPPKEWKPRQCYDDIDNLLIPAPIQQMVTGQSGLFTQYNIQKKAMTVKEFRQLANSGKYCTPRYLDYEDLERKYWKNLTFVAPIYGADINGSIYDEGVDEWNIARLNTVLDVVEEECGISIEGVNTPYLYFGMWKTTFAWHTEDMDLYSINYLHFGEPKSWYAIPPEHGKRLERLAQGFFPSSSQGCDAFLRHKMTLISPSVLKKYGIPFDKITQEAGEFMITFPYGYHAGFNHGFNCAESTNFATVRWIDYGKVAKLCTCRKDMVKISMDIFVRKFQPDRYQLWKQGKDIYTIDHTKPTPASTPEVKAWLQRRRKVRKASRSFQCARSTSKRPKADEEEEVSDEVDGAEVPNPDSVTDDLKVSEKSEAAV
Fh CTSL1 inh – blocks F. hepatica cathepsin L1 in PFM18AAP counter-screen; recombinant F. hepatica cathepsin L1, Z-Leu-Arg-MCA fluorescence; inhibition, % at 5.96 µM; 300,000 tested, 0.49% active;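 active means inhibition above the mean of all tested compounds plus 3 SD, set per screening campaign, cut at about 17% in these data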;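 further: 0% = plate median of test compound wells and 100% = 1 µM Z-Phe-Ala-diazomethylketone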
PP1 counter – PP1-alpha (human) inhibition in PP5 counter-screen | AID 2235 | inhibition, % at 6.7 µM | 320,000 tested, 0.9% active | purified PP1alpha, OMFP fluorescence;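 active means inhibition above the mean inhibition of all tested compounds plus 3 SD, computed separately for each screening campaign, cut at about 15% in these data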
Efflux pump mplx – antifungal efflux pump inhibition, Nile Red retention | S. cerevisiae Candida pump triplex | 330,000 tested, 0.44% active | inhibition, % at 10 µM;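 active means plate passing quality check with inhibition over a set limit, or well fluorescence over plate mean plus 4 SD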;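 further: Nile Red retained in pooled yeast measured as flow cytometry median fluorescence; 0% = buffer negative control and 100% = Enniatin B positive control; higher means more Nile Red kept so more efflux inhibition; some compounds called inactive have numbers as strong as hits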
TPT1 inh – C. albicans TPT1 enzyme inhibition; recombinant caTPT1, FP RNA substrate dephosphorylation; inhibition, % at 5 µM; 300,000 tested, 0.81% active;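 active means inhibition above the mean of all tested compounds plus 3 SD, set per screening campaign, cut at about 24% in these data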;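 further: plate controls were DMSO alone for no effect and ferristatin control at 100 nM for full effect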
core dimer inh – HCV core protein dimerization inhibition. TR-FRET GST/Flag-core106 dimerization, 1536-well. inhibition, % at 5 µM. 300,000 tested, 0.33% active. AID 1899;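 active means inhibition above the mean of all tested compounds plus 3 SD, set per screening campaign, cut at about 45% in these data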
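Assay system – GST-tagged and Flag-tagged HCV core protein residues 1-106 · Quantity – core106 proteins, GST 13.5 nM and Flag 17 nM · Benchmarks – unlabelled core106 and no-GST-core106 wells · Read-out basis – percent inhibition of core106 dimerization signal · Detection – time-resolved FRET, ex 340 nm, em 617 and 671 nm · Schedule – 4 h at 22.5 °C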
* hit, by the source's call.

For O=S(=O)(Nc1nc2ccccc2s1)c1cnc(Cl)c(Br)c1 the results were PP5 inh -0.2, proCasp3 act 8, proCasp7 act 3, JMJD2C inh 9, Fh CTSL1 inh 1, PP1 counter -1, Efflux pump mplx -0.1, TPT1 inh 1 and core dimer inh 5.
Cc1ccc(/C=C2\SC(=S)N(C(Cc3ccccc3)C(=O)O)C2=O)cc1 (stereo unspecified) was read as PP5 inh 1.2, proCasp3 act -11, proCasp7 act -18, JMJD2C inh 4, Fh CTSL1 inh 1, PP1 counter 10, Efflux pump mplx -0.3, TPT1 inh 0 and core dimer inh 19.
Screening Cc1cccc(C)c1OCc1nnc(SCC(=O)Nc2nccs2)n1-c1ccccc1 returned PP5 inh 0.3, proCasp3 act 0, proCasp7 act 8, JMJD2C inh -4, Fh CTSL1 inh 3, PP1 counter 1, Efflux pump mplx 0.0, TPT1 inh -3 and core dimer inh 6.
Screening COc1ccc(N(CC(=O)NCCSCc2ccc(Cl)cc2)S(C)(=O)=O)cc1Cl returned PP5 inh 2.0, proCasp3 act 5, proCasp7 act 0, JMJD2C inh 0, Fh CTSL1 inh 0, PP1 counter -2, Efflux pump mplx -0.1, TPT1 inh -3 and core dimer inh 6.
Screening O=C(CCN1C(=O)COc2ccccc21)NCCN1CCN(c2cccc(Cl)c2)CC1 returned PP5 inh 0.9, proCasp3 act 1, proCasp7 act -5, JMJD2C inh -8, Fh CTSL1 inh 1, PP1 counter 0, Efflux pump mplx 0.2, TPT1 inh -2 and core dimer inh 0.
`Cn1ncc(C#N)c1NC(=O)C1CC(c2ccccc2Cl)=NO1` (stereo unspecified) gave PP5 inh -0.5, proCasp3 act 8, proCasp7 act -2, JMJD2C inh -3, Fh CTSL1 inh -1, PP1 counter -9, Efflux pump mplx -0.1, TPT1 inh -2 and core dimer inh 5.
C/C(=N/NC(=O)c1ccoc1C)c1ccc(N2CCOCC2)cc1 was read as PP5 inh -2.4, proCasp3 act -7, proCasp7 act 3, JMJD2C inh -7, Fh CTSL1 inh -1, PP1 counter -4, Efflux pump mplx 0.0, TPT1 inh 3 and core dimer inh -3.
Screening CCOC(=O)C(C)Sc1ncc(-c2ccccc2)cn1 (stereo unspecified) returned PP5 inh 2.8, proCasp3 act 1, proCasp7 act 9, JMJD2C inh -1, Fh CTSL1 inh 1, PP1 counter 0, Efflux pump mplx -0.1, TPT1 inh -1 and core dimer inh -2.
For COc1ccc(NC(=O)CN2CCN(CC(=O)Nc3ccc4c(c3)OCO4)CC2)cc1 the results were PP5 inh -0.4, proCasp3 act 0, proCasp7 act -2, JMJD2C inh 6, Fh CTSL1 inh 3, PP1 counter -2, Efflux pump mplx -0.1, TPT1 inh -2 and core dimer inh 5.
Screening CN(C)S(=O)(=O)c1cccc(COc2ncnc3c(Cl)cc(Cl)cc23)c1 returned PP5 inh 4.1, proCasp3 act 2, proCasp7 act 6, JMJD2C inh -8, Fh CTSL1 inh 1, PP1 counter -1, Efflux pump mplx -0.1, TPT1 inh -3 and core dimer inh 3.
Screening CCC(C)c1ccc(NC(=S)N2CCN(c3ccccn3)CC2)cc1 (stereo unspecified) returned PP5 inh 4.0, proCasp3 act -7, proCasp7 act -1, JMJD2C inh -11, Fh CTSL1 inh 3, PP1 counter -2, Efflux pump mplx 0.3, TPT1 inh 1 and core dimer inh 8.
For c1ccc(-c2ccccc2OCCOCCN2CCNCC2)cc1 the results were PP5 inh 0.9, proCasp3 act -6, proCasp7 act -1, JMJD2C inh 0, Fh CTSL1 inh -1, PP1 counter 4, Efflux pump mplx 0.0, TPT1 inh 0 and core dimer inh 9.
`CC(C)Oc1ccc(OCCn2c(=S)[nH]c3c(N)ncnc32)cc1` gave PP5 inh 2.0, proCasp3 act -5, proCasp7 act -17, JMJD2C inh 10, Fh CTSL1 inh 0, PP1 counter 1, Efflux pump mplx -0.2, TPT1 inh 3 and core dimer inh -1.
For CC(C)OP(=O)(c1ccc(N(C)C)cc1)C(O)c1ccccc1 (stereo unspecified) the results were PP5 inh 1.6, proCasp3 act 2, proCasp7 act -5, JMJD2C inh 1, Fh CTSL1 inh 2, PP1 counter 1, Efflux pump mplx -0.1, TPT1 inh 1 and core dimer inh 1.
`CCOC(=O)c1c(C)[nH]c(C(=O)OCC(=O)N(CC(C)C)c2c(N)n(Cc3ccccc3)c(=O)[nH]c2=O)c1C` gave PP5 inh 0.1, proCasp3 act 6, proCasp7 act 0, JMJD2C inh 13, Fh CTSL1 inh -7, PP1 counter -2, Efflux pump mplx 0.0, TPT1 inh 15 and core dimer inh -3.
Screening O=C(CCSc1ccccc1)NCCSCc1ccccc1 returned PP5 inh 1.7, proCasp3 act 4, proCasp7 act 13, JMJD2C inh 2, Fh CTSL1 inh -1, PP1 counter -1, Efflux pump mplx 0.2, TPT1 inh -1 and core dimer inh -3.
Screening Cc1ccc(OCCOc2ccc(Br)cc2/C=N\NC(N)=O)cc1 returned PP5 inh 0.0, proCasp3 act -8, proCasp7 act 4, JMJD2C inh 1, Fh CTSL1 inh 2, PP1 counter 5, Efflux pump mplx -0.1, TPT1 inh 2 and core dimer inh 12.
COc1ccc(-c2nnc(SCC(=O)c3ccco3)n2-c2ccccc2)cc1 was read as PP5 inh -0.9, proCasp3 act -3, proCasp7 act 3, JMJD2C inh -7, Fh CTSL1 inh -6, PP1 counter -2, Efflux pump mplx 0.3, TPT1 inh 2 and core dimer inh 6.
OC(COc1ccc2c(c1)OCO2)CN1CCN(c2ccc(F)cc2)CC1 (stereo unspecified) was read as PP5 inh -0.6, proCasp3 act 6, proCasp7 act 5, JMJD2C inh 5, Fh CTSL1 inh 0, PP1 counter -2, Efflux pump mplx -0.1, TPT1 inh -4 and core dimer inh 6.
`COc1ccc(S(=O)(=O)N(C)CC(=O)NCCC2=CCCCC2)cc1` gave PP5 inh 3.0, proCasp3 act -1, proCasp7 act 4, JMJD2C inh 13, Fh CTSL1 inh 0, PP1 counter -1, Efflux pump mplx -0.1, TPT1 inh 3 and core dimer inh -4.
`O=C(CSc1ccc(-c2cccs2)nn1)NCCc1ccccc1` gave PP5 inh -0.8, proCasp3 act -1, proCasp7 act 3, JMJD2C inh 4, Fh CTSL1 inh -1, PP1 counter -4, Efflux pump mplx -0.1, TPT1 inh -3 and core dimer inh 11.
Screening O=C(CSc1ccc(Cl)cc1)Nc1ccc(N2CCN(c3ccccc3)CC2)c(F)c1 returned PP5 inh 4.0, proCasp3 act -2, proCasp7 act 18, JMJD2C inh -8, Fh CTSL1 inh -2, PP1 counter 4, Efflux pump mplx 0.1, TPT1 inh -4 and core dimer inh 5.
For O=C(OCC(=O)N1CCc2ccccc2C1)c1cccc([N+](=O)[O-])c1 the results were PP5 inh 2.2, proCasp3 act 7, proCasp7 act -1, JMJD2C inh 3, Fh CTSL1 inh -9, PP1 counter 1, Efflux pump mplx -0.1, TPT1 inh -2 and core dimer inh 3.
`Cc1cccc(N2CCN(C(=O)c3ccc(Cl)c(S(=O)(=O)N4CCc5ccccc5C4)c3)CC2)c1C` gave PP5 inh 2.9, proCasp3 act 0, proCasp7 act -1, JMJD2C inh -1, Fh CTSL1 inh 0, PP1 counter 13, Efflux pump mplx 0.1, TPT1 inh 1 and core dimer inh 13.
For COc1ccc(/C=N/Nc2nc(C)cc(-c3ccccc3)n2)cc1OC the results were PP5 inh 2.6, proCasp3 act 5, proCasp7 act 9, JMJD2C inh -12, Fh CTSL1 inh 1, PP1 counter -4, Efflux pump mplx -0.1, TPT1 inh 1 and core dimer inh 2.
Screening Cc1cccc(NC(=S)N/N=C2\CC(C)(C)Oc3ccc(O)cc32)c1 returned PP5 inh 7.2, proCasp3 act 1, proCasp7 act 2, JMJD2C inh 2, Fh CTSL1 inh -2, PP1 counter 1, Efflux pump mplx -0.1, TPT1 inh 0 and core dimer inh 0.
C=CCOC(=O)C(C#N)c1nc2ccccc2nc1N1CCN(Cc2ccc3c(c2)OCO3)CC1 (stereo unspecified) was read as PP5 inh 1.5, proCasp3 act -10, proCasp7 act 1, JMJD2C inh -7, Fh CTSL1 inh 1, PP1 counter -1, Efflux pump mplx 0.3, TPT1 inh 11 and core dimer inh 22.
Screening CCOC(=O)C(NC=O)(NC(C)(C)C)C(=O)OCC returned PP5 inh -1.1, proCasp3 act 0, proCasp7 act -1, JMJD2C inh 5, Fh CTSL1 inh 1, PP1 counter 1, Efflux pump mplx 0.0, TPT1 inh 0 and core dimer inh -2.
Screening Cc1c(OCC(=O)NCc2ccncc2)ccc2c3c(c(=O)oc12)CCC3 returned PP5 inh -2.0, proCasp3 act 7, proCasp7 act 15, JMJD2C inh 42, Fh CTSL1 inh 0, PP1 counter -7, Efflux pump mplx 0.2, TPT1 inh 0 and core dimer inh 2.
For Cc1[nH]c2ccccc2c1C(=O)CSc1ccccc1 the results were PP5 inh 1.7, proCasp3 act -5, proCasp7 act 1, JMJD2C inh -5, Fh CTSL1 inh 0, PP1 counter -1, Efflux pump mplx 0.1, TPT1 inh 3 and core dimer inh 3.
`Cc1cccc(-n2c(SCC(=O)N3CC(=O)Nc4ccccc43)nc3ccccc3c2=O)c1` gave PP5 inh -0.4, proCasp3 act -5, proCasp7 act 1, JMJD2C inh -10, Fh CTSL1 inh 5, PP1 counter 11, Efflux pump mplx 0.1, TPT1 inh 10 and core dimer inh 16.
For CCCN(CC(=O)Nc1ccc(F)c(F)c1F)C(=O)C1=COCCO1 the results were PP5 inh 0.8, proCasp3 act 4, proCasp7 act -1, JMJD2C inh inconclusive, Fh CTSL1 inh 5, PP1 counter -2, Efflux pump mplx -0.1, TPT1 inh -1 and core dimer inh -5.
Cc1ccc2cc(CN(CCCN(C)C)C(=O)NCc3ccccc3)c(=O)[nH]c2c1C was read as PP5 inh 1.3, proCasp3 act 9, proCasp7 act -10, JMJD2C inh 9, Fh CTSL1 inh 5, PP1 counter -3, Efflux pump mplx 0.0, TPT1 inh 1 and core dimer inh -5.
Screening Cc1ccc(S(=O)(=O)N2CCOC2CNC(=O)C(=O)NCCc2ccc(S(N)(=O)=O)cc2)cc1 (stereo unspecified) returned PP5 inh 0.7, proCasp3 act 2, proCasp7 act -1, JMJD2C inh 61*, Fh CTSL1 inh -1, PP1 counter -3, Efflux pump mplx -0.2, TPT1 inh 1 and core dimer inh -1.
